Screening results deposited in PubChem BioAssay by National Center for Advancing Translational Sciences (NCATS).
TDP1 cell noCPT = qHTS for Inhibitors of human tyrosyl-DNA phosphodiesterase 1 (TDP1): qHTS in cells in absence of CPT; DT40 Tdp1-/- hTDP1 cells, no CPT, ATP luminescence, 48 h; Potency, µM (series often up to 46.2 µM), for inactives: at the highest dose activity change, negative = growth inhibition, most hits filed as inhibitors; 420,000 tested, 15% active; AID 686978, 2013; further: nearly all actives have a fitted effect of over 55% in size
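A cellular qHTS used chicken DT40 cells lacking endogenous Tdp1 but carrying stably transfected human TDP1. Compounds were applied without camptothecin, and cell growth kinetics were judged by ATP-dependent luminescence after ≥48 hr.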
TDP1 inh = blocks human tyrosyl-DNA phosphodiesterase 1 | Potency, µM (highest dose often 130 µM), without a hit: at the highest dose activity change, negative = inhibition, usual class: inhibitors | 350,000 tested, 0.28% active | recombinant TDP1, AlphaScreen DNA substrate cleavage | Q9NUW8 | AID 485290; further: nearly all actives have a fitted effect of over 40% in size
Target sequence (Q9NUW8 whole entry, looked up): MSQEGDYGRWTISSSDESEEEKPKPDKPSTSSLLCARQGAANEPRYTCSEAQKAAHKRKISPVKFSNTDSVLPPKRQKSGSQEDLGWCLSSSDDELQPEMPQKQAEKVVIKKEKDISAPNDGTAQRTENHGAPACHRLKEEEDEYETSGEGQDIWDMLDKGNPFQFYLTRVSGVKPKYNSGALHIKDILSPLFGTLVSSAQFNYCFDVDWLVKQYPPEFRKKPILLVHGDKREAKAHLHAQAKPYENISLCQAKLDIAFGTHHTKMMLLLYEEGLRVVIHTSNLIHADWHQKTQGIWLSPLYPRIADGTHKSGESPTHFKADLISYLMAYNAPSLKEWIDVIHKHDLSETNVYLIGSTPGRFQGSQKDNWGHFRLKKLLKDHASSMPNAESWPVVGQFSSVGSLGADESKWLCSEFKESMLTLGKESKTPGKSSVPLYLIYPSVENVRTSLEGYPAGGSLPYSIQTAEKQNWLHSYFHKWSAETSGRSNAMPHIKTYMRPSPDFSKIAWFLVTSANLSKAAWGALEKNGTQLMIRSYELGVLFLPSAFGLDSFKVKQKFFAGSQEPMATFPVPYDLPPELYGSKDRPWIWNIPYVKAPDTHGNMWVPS
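Compounds were preincubated with Tdp1 (1 nM final) for 15 min at room temperature before substrate (15 nM final) started a 5 min reaction; beads (10 ug/ml final) were then added for 10 min before AlphaScreen detection.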
TDP1 cell CPT = DT40-hTDP1 cell growth loss with CPT; chicken DT40 Tdp1-/-;hTDP1 cells + 20 nM CPT, ATP luminescence, 48 h; Potency, µM (doses to about 46.2 µM), for the others: at the highest dose activity change, negative = growth inhibition, most hits filed as inhibitors; 420,000 tested, 12% active; AID 686979; further: nearly all actives have a fitted effect of over 55% in size
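Chicken DT40 Tdp1-/- cells stably complemented with human TDP1 were seeded at 400 cells/well in medium containing 20 nM camptothecin, exposed to pin-transferred compounds, and grown at 37 °C for at least 48 hr. Viability was read as ATP luminescence.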
Numbers without * were called inactive; ? = inconclusive; . = no result given; [ ] = dose if it differs, or a comment. The call rests on the fitted dose curve; in most records, active means well fitted curve in the direction sought with a large enough effect; inconclusive means small, poorly fitted or top-dose-only effect, or another doubt; inactive means no such curve, though single readings can be large; an effect the other way counts as inactive or inconclusive. On the % scale 0 is the no-effect control and ±100 the full control effect; potency means the concentration at half of the fitted maximal effect.

Each structure is followed by: TDP1 cell noCPT	TDP1 inh	TDP1 cell CPT
> CC1CC(C)CN(S(=O)(=O)c2ccc(C(=O)OCC(=O)NCCN3C(=O)CSC3=O)cc2)C1 (centres undefined)
→ 3%	0%	16%
> COc1ccc(-c2nn(-c3ccccc3)cc2C(=O)OCC(=O)c2ccc(C)c([N+](=O)[O-])c2)cc1
→ -4%	0%	-3%
> COCCN1C(=O)C(O)=C(C(=O)c2ccco2)C1c1cccc(Oc2ccccc2)c1 (centres undefined)
→ -8%	3%	?
> O=C(CN1CCCC1)Nc1cc(F)ccc1F
→ 13%	3%	0%
> CCCc1cc(=O)oc2cc(OC(C)C(=O)NC3CC(C)(C)NC(C)(C)C3)ccc12 (centres undefined)
→ -9%	1%	-7%
> O=C(O)C1CC=CCC1C(=O)Nc1ccc(Oc2ccc(Cl)cc2)cc1 (centres undefined)
→ ?	0%	?
> CCOc1ccc(C(=O)NC(=S)Nc2cc(C)ccn2)cc1[N+](=O)[O-]
→ -13%	1%	-2%
> O=C(NCc1ccco1)c1cccc(C(F)(F)F)c1
→ -6%	-2%	?
> CC(OC(=O)Cc1ccc(Br)cc1)C(=O)NC1CCCCC1C (centres undefined)
→ ?	1%	?
> O=c1c2ccccc2nc(-c2ccc(Cl)cc2)n1C1CCS(=O)(=O)C1 (centres undefined)
→ -28%	.	-21%
> Cc1nc2ccc(NC(=O)COc3ccccc3[N+](=O)[O-])cc2s1
→ ?	0%	-7%
> COC(=O)[C@H](CC(C)C)NC(=O)NCCC1=CCCCC1
→ -5%	4%	-4%
> COC(=O)NC1CCC(NC(=O)OC)CC1 (centres undefined)
→ 7%	4%	-30%
> CNC(=O)Cn1ncc2c3ccccc3n(C)c2c1=O
→ 2%	.	4%
> CCOc1[nH]n(-c2ccccc2)c(=O)c1C=Nc1ccc(OC)cc1
→ ?	8%	?

Ordered by SMILES length (descending): part of the list above
Each structure is followed by: TDP1 cell noCPT	TDP1 inh	TDP1 cell CPT
> O=c1c2ccccc2nc(-c2ccc(Cl)cc2)n1C1CCS(=O)(=O)C1 (centres undefined)
→ -28%	.	-21%
> CCOc1[nH]n(-c2ccccc2)c(=O)c1C=Nc1ccc(OC)cc1
→ ?	8%	?
> CC(OC(=O)Cc1ccc(Br)cc1)C(=O)NC1CCCCC1C (centres undefined)
→ ?	1%	?
> COC(=O)NC1CCC(NC(=O)OC)CC1 (centres undefined)
→ 7%	4%	-30%

Next section:
Each structure is followed by: TDP1 cell noCPT	TDP1 inh	TDP1 cell CPT
> Cc1ccc(CNc2ncnc3c2cnn3-c2ccccc2)cc1
→ -17%	6%	-54%
> Cc1cc(C(O)c2ncc(-c3cccc4ccccc34)[nH]2)ccc1F (centres undefined)
→ ?	.	?
> COC(=O)C(C)NC(=S)N1CCN(c2c(F)cc3c(=O)c(C(=O)O)cn(C4CC4)c3c2OC)CC1C (centres undefined)
→ -28%	8%	?
> CCCS(=O)(=O)N1CCCC(C(=O)NCCc2ccc(Cl)cc2)C1 (centres undefined)
→ ?	-4%	-18%
> Cc1ccc(C(=O)NCCc2ccccc2)cc1
→ ?	.	-2%
> OC[C@@H]1CN(Cc2cccnc2)C[C@H](n2cnc3c(N4CCOCC4)ncnc32)O1
→ -2%	.	-14%
> C[C@@H](NC(=O)c1nc[nH]c1C(=O)NC1CCN(C(=O)OC(C)(C)C)CC1)c1ccccc1
→ ?	1%	?
> CCN(CC(=O)Nc1ccccc1C(F)(F)F)C(=O)CCc1c(C)[nH]c(=O)c(C#N)c1C
→ -8%	-5%	-1%
> CN1CCN(C(=O)c2ccc(S(=O)(=O)c3ccc(Br)cc3)cc2)CC1
→ 18µM*	3%	?
> O=C(NCc1ccccc1F)C(=O)NCC1CCCN1S(=O)(=O)c1cccs1 (centres undefined)
→ -19%	1%	4%
> COc1ccccc1NC(=O)C(C)N(C)Cc1ccc(Cl)s1 (centres undefined)
→ ?	.	?
> COc1cc(C(=O)NCC(=O)N/N=C(C)\C=C\c2ccccc2)cc(OC)c1OC
→ -26%	0%	-25%
> CSc1nccc(Oc2ccc(C#N)cc2)n1
→ -13%	1%	2%
> COC(=O)c1cc(S(=O)(=O)Nc2cccc(S(N)(=O)=O)c2)oc1C
→ -12%	6%	25%
> COc1cccc(CN(C)C(=O)CCN(c2ccccc2)S(=O)(=O)c2ccc(C)cc2)c1OC
→ 16µM*	1%	26µM*
> N#CCCn1cc(C(=O)Nc2ccc([N+](=O)[O-])cc2)c(-c2cc3ccccc3o2)n1
→ -2%	2%	-26%
> COCC(C)n1c(SCC(=O)NC(=O)Cc2ccccc2)nc2ccccc2c1=O (centres undefined)
→ -21%	2%	?
> CC(=O)NC(C)C(=O)OCC(=O)c1ccc(Cl)s1 (centres undefined)
→ 0%	2%	2%
> Cc1c(Cl)cccc1-n1nc(C)c2c(C(=O)NCc3ccccc3)cc(C3CC3)nc21
→ -10%	2%	-19%
> Cc1ccc(NC(=O)COC(=O)Cn2cnc3c2c(=O)n(C)c(=O)n3C)cc1
→ -6%	0%	-6%
> O=C(CSc1nnc(SCc2ccc(Cl)cc2)s1)N/N=C/c1c[nH]c2ccccc12
→ ?	22µM*	?
> Cc1ccc(N(C)C(=O)c2ccc3c(Cl)c4c(nc3c2)CCC4)cc1C
→ ?	4%	?
> O=C(Cn1c(SCCOc2ccccc2Cl)nc2ccccc21)N1CCOCC1
→ ?	6%	?
> COc1ccc(OCC(O)CNC(=O)c2cccs2)cc1 (centres undefined)
→ 3%	5%	2%
> O=C1c2ccccc2C(=O)N1CCCCN(C(=O)c1cccc([N+](=O)[O-])c1)c1ccc(Cl)cc1
→ 16µM*	6%	21µM*
> O=C(Nc1cccnc1)c1c(O)c2cccc3c2n(c1=O)CC3
→ -27%	1%	-16%
> COc1ccc(C)cc1NC(=O)Nc1cc(C(=O)NCc2ccc(C)cc2)ccc1N1CCCC1
→ ?	1%	?
> COc1cc([N+](=O)[O-])ccc1NC(=O)CN1CCCC1
→ 1%	5%	2%
> Cc1cc(C)cc(Oc2cc(NC(=O)c3cn(C)nc3C)cc([N+](=O)[O-])c2)c1
→ 1.4µM*	4%	2.2µM*
> Cc1ccc(S(=O)(=O)NCC(=O)NCc2ccncc2)cc1
→ -4%	-2%	-12%
> S=C(NC1CCCCC1)N(CCc1nc2ccccc2[nH]1)C1CCCC1
→ ?	3%[56.1 µM]	?
> O=C(Cn1cc2c(n1)CCCCC2)Nc1c(F)cc(F)cc1Br
→ -15%	.	-20%
> Cc1ccc(S(=O)(=O)N2CCCC2CO)cc1 (centres undefined)
→ 0%	1%	-1%
> COc1ccc(CCNC(=O)CSc2ncc3c(n2)-c2cc(Cl)ccc2N(Cc2ccccc2)S3(=O)=O)cc1OC
→ -11%	8%	-23%
> COc1ccc(-n2nc(C(=O)NCC(=O)N3CCCCCC3)c3ccccc3c2=O)cc1OC
→ ?	-12%	-24%
> CC(=O)NCCCS(=O)(=O)O
→ 4%	.	-8%
> CCCCCCSc1ccc([C@@H]2[C@H]3C(=O)N(CC)C(=O)[C@H]3[C@]3(C(=O)OC)CCCCN23)cc1OC
→ ?	0%	21µM*
> CCOC(=O)CNc1c(-c2ccc(OC)cc2)nc2ccc(Cl)cn12
→ -14%	-2%	-10%
> O=C(NCCN1CCCC1)C1CCN(S(=O)(=O)N2CCC3(CC2)OCCO3)CC1
→ 3%	6%	-2%
> COc1ccc(OC)c(/C=N/NC(=S)NCCc2ccccc2)c1
→ ?	.	?
> COc1ccc2c(c1OC)C(=O)N1C2SC(C)(C)[C@H]1C(=O)NC1CCCC1 (some centres undefined)
→ -12%	.	-3%
> COc1ccc(CC(=O)OCC(=O)NC(=O)NC2CCCCC2)cc1
→ -18%	4%	0%
> CCOC(=O)c1ccc(NS(=O)(=O)c2cc(-c3nnnn3C(C)C)ccc2OC)cc1
→ ?	-2%	-11%
> CC(C)c1onc(C(=O)NCc2ccc(Cl)cc2)c1[N+](=O)[O-]
→ ?	3%	?
> Cn1c(C(=O)N2CCCC2)cc2c(=O)n(C)c3ccccc3c21
→ -25%	3%	-17%

Limited to TDP1 inh and TDP1 cell noCPT, for some of the entries so far:
mol,TDP1 inh,TDP1 cell noCPT
CCOC(=O)CNc1c(-c2ccc(OC)cc2)nc2ccc(Cl)cn12,-2%,-14%
O=C(NCCN1CCCC1)C1CCN(S(=O)(=O)N2CCC3(CC2)OCCO3)CC1,6%,3%
COc1ccc(OC)c(/C=N/NC(=S)NCCc2ccccc2)c1,.,?

Remaining list, next part
Each structure is followed by: TDP1 cell noCPT	TDP1 inh	TDP1 cell CPT
> O=C(Nc1ccc(F)cc1)C1CC(=O)n2cnnc2N1 (centres undefined)
→ -7%	0%	-3%
> CCn1ncc(C2=NOC(C(=O)NCc3ccc(OC)cc3)C2)c1C (centres undefined)
→ ?	6%	16µM*
> COC(=O)Cn1c(=O)c2c(nc3n2CCCN3Cc2ccccc2)n(C)c1=O
→ -15%	.	0%
> CC(C)C(=O)Nc1ccc(C(=O)NN2C(=O)c3ccccc3C2=O)cc1
→ 4%	5%	4%
> COc1cccc(-n2c(-c3ccccc3)c[nH]c2=S)c1
→ ?	12%	?
> Cc1cc(=O)n2c(C(=O)Nc3ccc(F)c(Cl)c3)c(C(=O)Nc3cccc(C)c3C)sc2n1
→ ?	7%	?
> COc1cc(/C=N\NC(=O)CN2CCOCC2)ccc1OCC(=O)Nc1ccc(C)c(C)c1
→ ?	8%	?
> O=C(CCN1C(=O)C2C3C=CC(C3)C2C1=O)Nc1ccccc1F (centres undefined)
→ 6%	-2%	0%
> COc1ccc(N(C(C)C(=O)N2CCC(Cc3ccccc3)CC2)S(C)(=O)=O)cc1 (centres undefined)
→ 8.2µM*	3%	6.5µM*
> O=C(Nc1cccc(-c2ccc(N3CCCCC3)nn2)c1)c1ccco1
→ 13µM*	.	?
> COC(=O)CCC(=O)c1oc2ccc(Br)cc2c1N
→ 26µM*	-5%	?
> Cc1cc(C)cc(N2CCn3c2nc2c3c(=O)n(CCc3ccccc3)c(=O)n2C)c1
→ -3%	1%	0%
> Cc1ccc(N(C(=O)c2ccccn2)C(C(=O)NC2CCCCC2)c2ccncc2)cc1 (centres undefined)
→ -4%	-11%	-6%
> COc1ccc(C(=O)NC(=S)Nc2cccc3ncccc23)cc1[N+](=O)[O-]
→ ?	5%	-26%
> COc1cc(/C=C/C(=O)Nc2ccc(C(C)=O)cc2)cc(OC)c1OC
→ 21µM*	-6%	?
> CC(C)c1cc(C(=O)Nc2cccnc2)no1
→ -22%	5%	-7%
> Cn1c(=O)n(Cc2ccccc2)c2ccccc21
→ -2%	2%	-15%
> FC(F)(F)c1ccccc1-c1nc(-c2ccncc2)no1
→ -23%	.	-10%
> CCOc1ccc(/C=N/NC(=O)C(=O)N2CCCCCC2)c2ccccc12
→ -20%	4%	?
> COc1ccc(NC(=O)CSc2n[nH]c(=O)n2Cc2ccccc2)cc1Cl
→ ?	6%	?
> CN(C(=O)c1ccc(NC(=O)Cc2cccc(NC(=O)C3CCCN(C(=O)CCc4ccccc4)C3)c2)cc1)C1CCCC1 (centres undefined)
→ ?	-2%	29µM*
> COc1ccc(C2/C=C\CN(C(=O)c3ccccc3)[C@H](Cc3ccccc3)C(=O)N2Cc2ccc(F)cc2)cc1 (some centres undefined)
→ 15µM*	0%	21µM*
> CCOC(=O)N1CCN(CC(=O)N2c3ccccc3Sc3ccccc32)CC1
→ ?	.	?
> CC(Sc1nnc(C2CC2)n1C1CC1)C(=O)NC1(C#N)CCCCC1 (centres undefined)
→ -1%	1%	?
> COc1ccccc1OCC(=O)Nc1cc(S(=O)(=O)N2CCCCC2)ccc1N1CCCCC1
→ 23µM*	4%	23µM*
> N#CC1=C(N)Nc2nc3ccccc3n2C1c1ccc(Cl)cc1 (centres undefined)
→ ?	6%	?
> Cc1ccc(N(Cc2cc3ccccc3[nH]c2=O)C(=O)c2cccs2)cc1C
→ 18µM*	2%	?
> COc1ccc(C(=O)NCC(=O)OCCCOC(=O)CNC(=O)c2ccc(OC)c(OC)c2)cc1OC
→ -5%	1%[56.1 µM]	-3%
> CCOC(=O)c1[nH]c2ccccc2c1NC(=O)c1cc(OCC)c(OCC)c(OCC)c1
→ ?	0%	?
> CCCCN(CC)CCNS(=O)(=O)c1ccc2c(c1)oc(=O)n2C
→ -19%	-6%	-7%
> O=C(NCCCn1ccnc1)C(=O)NC1CCCCC1
→ -18%	-8%	-7%
> COc1ccc(CCCc2nnc(SCC(=O)Nc3ccc(Cl)cc3)o2)cc1
→ -25%	.	-14%
> CCCn1c(CCNc2nc(-c3ccc(OC)cc3)cs2)nc2ccccc21
→ ?	.	?
> COc1ccc(CN(C2CCCC2)S(=O)(=O)c2ccc(-n3cnnn3)cc2)cc1
→ ?	-1%	?
> CN(C)CCCNc1ncnc2c1c(-c1ccccc1)cn2-c1ccccc1
→ ?	.	?
